Screens deposited in PubChem by National Center for Advancing Translational Sciences (NCATS).
TRHR enhancer = allosterically enhances the human TRH receptor. P34981. TRHR cells, fluo-8 calcium fluorescence, EC20 TRH enhancement. enhancement, % at 2 µM. hit rate 0.66% among 360,000. AID 493056; in the data active = enhancement above about 30%; note: 0% is about no effect
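Enhancer read-out: after compound pinning and an initial kinetic agonist-mode read, an EC20 of TRH (10 nM final) was injected and fluo-8 calcium signal (Ex 480/Em 530) followed at 1 s/cycle for 100 cycles in TRHR-expressing cells.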
D1 antag = blocks dopamine activation of the human D1 receptor; HEK293 TREx D1 cells, calcium flux, dopamine EC80; stronger effect = lower value; hit rate 3.2% among 360,000; P21728; activity change, negative = inhibition, % at 10 µM; in the data active = activity change below about -30%; note: % is set by controls: 0 for no effect and ±100 for the full control effect
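After overnight tetracycline induction at 30 C, force-coupled D1 HEK293 cells took up a no-wash calcium dye at room temperature. Compounds were added and monitored 180 s, and the response to EC80 dopamine was then recorded.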
Anesthetic bind = candidate novel general anesthetic via apoferritin binding | apoferritin/1-aminoanthracene competitive binding, fluorescence | Potency, µM (titrated, usually from 77.5 µM), inactives show at the highest dose activity change, negative = displacement, hits mostly inhibitors | hit rate 0.074% among 350,000; note: potency is the fitted concentration of half-maximal effect; % is set by controls: 0 for no effect and ±100 for the full control effect; nearly all actives have a fitted effect of over 20% in size
Target sequence (P02791 2-175 limits assumed): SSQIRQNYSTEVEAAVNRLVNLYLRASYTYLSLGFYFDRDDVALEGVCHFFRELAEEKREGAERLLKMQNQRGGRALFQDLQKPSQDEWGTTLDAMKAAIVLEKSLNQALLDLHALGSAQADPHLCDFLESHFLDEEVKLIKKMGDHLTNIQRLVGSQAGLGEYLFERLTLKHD
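Read-out: endpoint 1-AMA fluorescence, excitation 380 nm and emission 535 nm, after compounds sit 10 min at room temperature with 10 uM horse-spleen apoferritin in 50% saturated 1-AMA/PBS. Values come from four-parameter Hill fits.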
RXFP1 antagonist = antagonists of human relaxin receptor RXFP1. Q9HBX9. HEK293-RXFP1, relaxin-stimulated cAMP HTRF, 30 min; stronger effect = lower value. activity change, negative = inhibition, % at 57.5 µM. hit rate 0.59% among 350,000;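 active = activity change of -60% or lower, but not beyond a set lower limit; inconclusive = change between -60% and -40%, or beyond the set limit; inactive = change above -40%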; note: % is set by controls: 0 for no effect and ±100 for the full control effect
Target sequence (Q9HBX9 whole entry, looked up): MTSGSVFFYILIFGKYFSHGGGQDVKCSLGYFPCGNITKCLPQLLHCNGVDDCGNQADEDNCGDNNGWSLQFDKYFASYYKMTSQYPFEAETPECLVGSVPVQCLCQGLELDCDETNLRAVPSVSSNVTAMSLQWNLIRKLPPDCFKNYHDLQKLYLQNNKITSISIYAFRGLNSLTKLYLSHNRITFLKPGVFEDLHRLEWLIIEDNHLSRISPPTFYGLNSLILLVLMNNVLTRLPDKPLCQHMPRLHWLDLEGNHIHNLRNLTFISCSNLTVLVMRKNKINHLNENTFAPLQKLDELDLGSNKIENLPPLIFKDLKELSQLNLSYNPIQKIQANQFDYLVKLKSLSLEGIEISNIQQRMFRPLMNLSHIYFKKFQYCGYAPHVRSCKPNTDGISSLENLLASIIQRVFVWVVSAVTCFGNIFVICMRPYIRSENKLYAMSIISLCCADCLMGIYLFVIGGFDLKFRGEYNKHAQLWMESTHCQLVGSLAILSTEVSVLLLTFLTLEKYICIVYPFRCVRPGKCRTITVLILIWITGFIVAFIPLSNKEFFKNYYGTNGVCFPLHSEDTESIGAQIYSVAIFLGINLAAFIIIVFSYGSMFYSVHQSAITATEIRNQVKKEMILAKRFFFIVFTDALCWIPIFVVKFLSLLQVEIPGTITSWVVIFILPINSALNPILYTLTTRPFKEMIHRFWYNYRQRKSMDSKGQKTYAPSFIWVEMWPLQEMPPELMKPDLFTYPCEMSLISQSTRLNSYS
D1 PAM = potentiators of human D1 dopamine receptor; HEK293 TREx D1 cells, calcium flux, dopamine EC20 potentiation; potentiation, % at 10 µM; hit rate 0.036% among 360,000; AID 504651; in the data active = potentiation above about 30%; note: 0% is about no effect
RXFP1 agonist = RXFP1 (human) receptor agonism; HEK293T-RXFP1 cAMP TR-FRET, 30 min; response scale: percent of porcine relaxin response, buffer zero; Potency, µM (titrated, usually from 57.5 µM), for inactives: at the top dose activation, most hits filed as activators; AID 2676; Q9HBX9; hit rate 0.3% among 370,000; note: potency is the fitted concentration of half-maximal effect; % is set by controls: 0 for no effect and ±100 for the full control effect; nearly all actives have a fitted effect of over 60% in size; many of its hits are not listed in these tables
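HEK293 cells stably expressing RXFP1, treated 30 min at 37C with compounds plus PDE4 inhibitor Ro 20174; cAMP measured by HTRF TR-FRET. Normalized to buffer and 29 nM porcine relaxin; EC50 by Hill fit.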
D1 ag = agonists of human D1 dopamine receptor | activation, % at 2 µM | HEK293 T-REx D1 cells, calcium flux, agonist mode | hit rate 1% among 360,000; in the data active = activation above about 30%; note: 0% is about no effect
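Agonism was scored from calcium flux recorded over 180 s (1 read/s) after pintool compound addition, following a 10-cycle baseline. Cells were inducible force-coupled HEK293 TREx D1, plated overnight at 30 C and loaded with no-wash calcium dye.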
D2 potentiator = positively modulates the human D2 dopamine receptor allosterically | P14416 | HEK293 T-REx D2, calcium flux, EC20 dopamine potentiation | potentiation, % at 10 µM | hit rate 0.34% among 340,000 | AID 485347;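 active = potentiation over 3 SD above the plate norm, cut at about 30% in these data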; note: 0% is about no effect
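Tetracycline-induced Hek293 Trex D2 cells, force-coupled to calcium, loaded with no-wash calcium dye. Compound added with 180 s kinetic read for agonism, then EC20 dopamine and a further 180 s read for potentiation.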
TRHR ag = TRH receptor (human) agonism; P34981; TRHR cells, calcium flux fluo-8, FDSS agonist mode; activation, % at 2 µM; hit rate 0.18% among 360,000; AID 493084; in the data active = activation above about 30%; note: 0% is about no effect
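Read-out: compound-evoked intracellular calcium rise in TRHR cells, fluo-8 dye, kinetic FDSS fluorescence at 1 s/cycle following a 10-cycle baseline. Cells cultured overnight before dye loading (30 min–1.5 h, RT).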
* = called active by the depositor; ? = inconclusive; nt = not tested or not shown; & = joins results of further samples; [ ] = another dose, or the depositor's remark. Unless noted, calls come from the whole dose curve; as a rule, active = well fitted curve in the direction sought with a large enough effect; inconclusive = small, poorly fitted or top-dose-only effect, or another doubt; inactive = no such curve, though single readings can be large; an effect the other way counts as inactive or inconclusive. Some of the compounds tested (hit frequency here may not be typical).

SMILES	TRHR enhancer	D1 antag	Anesthetic bind	RXFP1 antagonist	D1 PAM	RXFP1 agonist	D1 ag	D2 potentiator	TRHR ag
CCCCC(=O)NC1CC(=O)N(c2ccc3c(c2)OCCO3)C1 (centres undefined)	-1	nt	40%[activator]	nt	0	-0.8%	-5	6	-1.2
CCOC(=O)C(=N/O)/C(C)=N/NC(=O)C(=O)Nc1cc(Cl)ccc1Cl	-1	-5	-4%	-26	4	1.8%	2	-2	0.2
COc1cccc(-c2c(NC(C)=O)n(C)c3ccccc3c2=O)c1	11	1	-1%	-2	0	-2.2%	0	3	-2.1
CCOc1ccc(C(=O)Nc2ncccc2Cl)cc1	0	-14	-5%	1	-6	2.0%	0	8	-1.0
CC(C)CC(=O)Nc1ccc2ccccc2c1	1&7	8&-2	?	-5	-2&3	2.0%&-0.9%	1&3	-3&2	0.5&0.2
Cc1ccc(S(=O)(=O)N(CC(=O)Nc2ccc(Cl)cc2)C(=O)N2CCN(C)CC2)cc1	-3	-5	nt	-10	-6	0.0%	3	10	0.4
CC(C)(C)[C@H]1C=C(C(=O)N2CCOCC2)O[C@@H](OCc2ccc(CO)cc2)C1	4	-21	-3%	nt	2	-1.2%	-3	3	0.2
Cc1cc(COc2ccccc2OCCN2CCN(C)CC2)no1	0	-1	-3%	-9	-1	0.1%	4	2	0.2
Cn1cc(Br)c(C(=O)NC2CCCCC2)n1	-10	2	2%	-1	-1	0.2%	1	13	-0.1
O=C1CC(NS(=O)(=O)c2ccc3ccccc3c2)CN1c1ccccc1 (centres undefined)	-3	-4	nt	13	-2	-0.4%	6	-9	0.2
Cc1cc(NC(=O)COC(=O)CCS(=O)(=O)c2ccc(C)c(C)c2)no1	0	6	-4%	-6	-5	3.4%	1	nt	-0.4
CN(C)CCCC(C)(O)C(Cc1ccccc1)c1ccccc1 (centres undefined)	1	20	-8%	nt	-7	0.0%	6	6	0.5
O=C(CCc1ccncc1)N1CCCC(Nc2ccc(F)cc2)C1 (centres undefined)	0	-9	-13%	-1	0	0.4%	2	7	-0.4
Cc1ccc(-n2nc(-c3ccc(F)cc3)c3cnc4cc5c(cc4c32)OCO5)cc1C	-5	12	-8%	nt	-2	4.1%	0	1	1.0
O=C(N/N=C\c1ccccc1F)c1ccc(-c2ccccc2)cc1	3	16	-9%	-8	1	0.1%	2	1	0.4
CCN1CCN(c2ccc(S(=O)(=O)N3CCOCC3)cc2NC(=O)CCOc2ccccc2)CC1	0	-12	-10%	5	-2	-0.1%	14	-18	2.2
COc1ccc(N2CCN(C(=O)CSc3nnc4ncccn34)CC2)cc1	-2	-10	-9%	0	-9	6.0%	5	6	-0.5
CCOc1ccc(CCNCc2c(C(=O)O)n(Cc3ccc(C)cc3)c3cc(OC)ccc23)cc1	0	4	?	-29	-4	0.4%	-1	nt	0.2
COc1ccc(OC)c(CCNc2ncnc3onc(-c4ccc(Cl)cc4)c23)c1	-10	-3	37%[activator]	nt	0	-1.1%	11	-6	1.5
Cc1cc(C)c2c(c1)/C(=N/Nc1ccc(S(N)(=O)=O)cc1[N+](=O)[O-])CCC2	3	8	-15%	8	4	-1.0%	4	1	0.3
COc1ccc(NC(=O)c2ccc3[nH]c(C)c(C)c3c2)cc1	6	13	-1%	-5	-6	-0.3%	0	-3	0.0
COc1ccc2cnn(CCOc3cc(C)ccc3C(C)C)c(=O)c2c1OC	-2	-7	-15%	-13	4	0.8%	2	-5	-0.9
CC(=O)C1=C(c2ccccc2)N(C(C)=O)n2c(C)nnc2S1	-1	4	-13%	-8	5	3.6%	1	-1	-1.5
COc1ccc(C)cc1-n1nnnc1SCC(=O)NC1CC1	2	16	nt	4	-6	-2.7%	0	0	0.2
Cc1[nH]c2ccc(-c3nnc(SCC(=O)c4ccccc4F)o3)cc2c1C	3	40	?	-7	-3	0.0%	4	-2	0.6
CC(Sc1ncc(C(F)(F)F)cc1Cl)C(=O)NCC1CCCO1 (centres undefined)	10	6	-7%	-21	0	3.4%	1	11	-0.8
O=C(CSCc1ccccc1)Nc1ccc(F)cc1F	-4	-7	?	-10	-5	-1.4%	4	nt	-1.3
O=C(NNC(=O)c1ccccc1F)c1cccc(Cl)c1	-5	11	-14%	13	0	-1.4%	-3	-6	1.3
CCOC(=O)N1CCN(C(=O)c2oc(=O)c3ccccc3c2-c2ccc(C)cc2)CC1	0	9	?	nt	-1	4.1%	1	11	-0.1
Cc1nn2c(=O)cc(COC(=O)c3cccc(NC(=O)CCc4ccccc4)c3)nc2s1	-4	6	?	-8	0	5.3%	0	5	0.4
O=C(c1ccccc1)c1c(O)nc(-c2ccccc2)n(-c2ccccc2)c1=O	-1	-4	-9%	4	1	2.8%	1	4	0.2
CCSc1nnc(N2C(=O)CC(c3ccsc3)C3=C2CC(C)(C)CC3=O)s1 (centres undefined)	4	36	-19%	11	6	6.1%	12	-7	-0.3
COc1ccc(NC(=O)CC(c2ccccc2)c2ccco2)cc1 (centres undefined)	-5	9	-8%	-9	-11	4.2%	-1	9	-1.1
COc1cccc(/C=C/C(=O)OCC(=O)Nc2ccc(Cl)c(S(=O)(=O)N(C)C)c2)c1OC	-2	7	?	-6	-6	4.9%	3	-2	0.6
CCCC(=O)Nc1cc(-c2nc3ncccc3o2)ccc1C	-2	-7	4%	-4	0	2.2%	0	-6	0.2
CCOc1ccc(C(=O)N2CCc3cc(OC)c(OC)cc3C2)cc1OCC	6	-12	-12%	4	4	3.9%	2	-3	-0.6
Cc1coc2cc3oc(=O)c(CCC(=O)NCC(=O)O)c(C)c3cc12	-2	5	-9%	0	1	2.1%	2	1	-0.3
Cc1ccc(C)c(N(C)C(=O)CCNC(=O)Cn2cnc3ccccc3c2=O)c1	2	-5	-1%	nt	0	3.6%	-3	5	-1.4
Cc1ccccc1NC(=O)CSC1=C(C#N)C(c2ccsc2)CC(=O)N1 (centres undefined)	-2	4	-14%	13	3	-0.2%	1	-1	1.3
COc1ccc(CCC(=O)Nc2sc(C(=O)N(C)C)c(C)c2C#N)cc1	-2	-20	-16%	0	-6	2.8%	0	7	-0.1

2 compounds picked at random from those above:
SMILES	TRHR enhancer	D1 antag	Anesthetic bind	RXFP1 antagonist	D1 PAM	RXFP1 agonist	D1 ag	D2 potentiator	TRHR ag
Cn1cc(Br)c(C(=O)NC2CCCCC2)n1	-10	2	2%	-1	-1	0.2%	1	13	-0.1
O=C(c1ccccc1)c1c(O)nc(-c2ccccc2)n(-c2ccccc2)c1=O	-1	-4	-9%	4	1	2.8%	1	4	0.2

Carrying on.
SMILES	TRHR enhancer	D1 antag	Anesthetic bind	RXFP1 antagonist	D1 PAM	RXFP1 agonist	D1 ag	D2 potentiator	TRHR ag
O=S(=O)(Nc1cccc2ccccc12)c1ccc2ccccc2c1	7	-14	nt	nt	-6	nt	4	nt	0.1
NS(=O)(=O)c1ccc(CCNC(=O)c2ccc3ccccc3n2)cc1	-5	-31*	-8%	0	-10	3.7%	2	2	-0.2
CC(C)N(C(=S)NC1CC2CCC1C2)c1ccccc1 (centres undefined)	11	-5	-3%	-5	0	1.3%	2	1	0.0
CCC(C)C(NC(=O)c1ccccc1NC(=O)c1ccc(OC)cc1)C(=O)NCCCn1ccnc1 (centres undefined)	39*	5	4%	-2	0	-0.4%	2	nt	-0.3
COc1ccc(Br)cc1/C=C/C(=O)NCC(=O)O	1	-2	0%	-4	0	0.6%	-1	7	0.2
CC(C)c1ccc(S(=O)(=O)N2CCN(C(=O)n3ccnc3)CC2)cc1	-2	-4	nt	9	-4	0.1%	2	nt	0.1
COC(=O)/C=c1\sc2ncnn2c1=O	1	-12	-8%	-8	-5	-0.1%	-1	-3	0.7
CC1CCN(C(=O)c2[nH]cnc2C(=O)Nc2cccc(Cl)c2)CC1	-4	nt	nt	nt	1	1.0%	-3	-31	0.1
CCC(=O)N1CCc2cc(S(=O)(=O)CCC(=O)N(C)c3ccc(OC)cc3)ccc21	27&-1	13&-3	-11%&-2%	-9	-7&3	3.3%&1.4%	2&-1	7&-9	0.5&-0.7
CCOc1ccc(NS(=O)(=O)c2ccc3[nH]cc(C(=O)N(C)C4CCCCC4)c(=O)c3c2)cc1	-11	-11	0%	-8	-3	-1.6%	5	-8	0.0
O=C(c1cc(-c2ccncc2)nc2ccccc12)N1CCN(c2ccccn2)CC1	-6	15	-20%	21	1	-1.8%	0	-5	-0.1
CCn1c(SCC(=O)NCc2ccco2)nnc1-c1ccc(N)cc1	-4	1	-6%	7	-3	-0.9%	0	-12	-0.5
CC(C)CCNC(=O)CCSCCC(=O)NCCC(C)C	2	-4	-11%	7	-3	1.3%	2	-1	0.1
CCCn1c2ccccc2c2cnn(CC(=O)N(CCCOC(C)C)Cc3ccco3)c(=O)c21	-2	-9	0%	-7	-2	0.4%	3	2	-0.6
O=C(CCCCCn1c(=S)[nH]c2ccccc2c1=O)N1CCOCC1	-1	-10	-7%	-32	-7	1.2%	4	7	-0.8
CC(C)NC(=O)N1CCC(n2nccc2NC(=O)CCOc2ccccc2)CC1	0	3	0%	5	-6	-1.9%	2	-6	-0.1
CCC(C(=O)NC1CCCC1)N(C(=O)Cn1nnc(-c2ccc(C)o2)n1)c1ccc(OC)c(OC)c1 (centres undefined)	-2	23	-16%	-2	-8	4.0%	5	14	-0.3
Cc1oc(-c2cccc(Cl)c2)[n+]([O-])c1C	-8	5	-11%	12	2	2.4%	2	-6	1.0
Cc1ccc(S(=O)(=O)N2CCOCC2)cc1NC(=O)CSc1nc2ccccc2c(=O)n1Cc1ccccc1	-7	0	-14%	nt	1	2.0%	11	-1	0.6
CC(C)Oc1ccccc1C1CC(=O)Nc2cc3c(cc21)OCO3 (centres undefined)	-1	7	-20%	-12	-5	5.2%	9	0	-0.1
COc1ccc(N2CCN(S(=O)(=O)CCNC(=O)Cc3ccc(-c4ccccc4)cc3)CC2)cc1	6	15	-4%	6	0	14%	1	3	0.3
CCOc1ccccc1C(=O)Nc1ccc2nc3n(c(=O)c2c1)CCCCC3	-20	11	-6%	-7	5	6.9%	1	4	-0.7
O=C(/C=C/c1ccc(OCCCF)cc1)Nc1ccnc(-c2ccncc2)n1	-8	-24	-21%	-19	-6	1.3%	11	16	0.7
CC1=C(C(=O)Nc2ccc(C)cc2C)C(c2ccccc2)n2nc(SCC(=O)c3ccc(C)cc3)nc2N1 (centres undefined)	6	-3	8%	0	-1	1.3%	0	14	0.1
Cc1ccc(-c2csc3nc(CN(C)Cc4ccccc4)[nH]c(=O)c23)cc1	-10	-36*	?	-13	-12	1.7%	7	-2	2.1
